Bioassay records as filed in PubChem BioAssay.
KLK7 zymogen act – activates the human kallikrein-7 zymogen. AID 652039. activation, % at 7 µM. purified proKLK7, EDANS-DABCYL substrate fluorescence; 100% is mature enzyme control, 0% vehicle. P49862. 0.9% of 370,000 active;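 active = activation above the mean of all tested compounds plus 3 SD, computed per campaign excluding outliers beyond control limits, cut at about 13% in these data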
Target sequence (P49862 whole entry, looked up): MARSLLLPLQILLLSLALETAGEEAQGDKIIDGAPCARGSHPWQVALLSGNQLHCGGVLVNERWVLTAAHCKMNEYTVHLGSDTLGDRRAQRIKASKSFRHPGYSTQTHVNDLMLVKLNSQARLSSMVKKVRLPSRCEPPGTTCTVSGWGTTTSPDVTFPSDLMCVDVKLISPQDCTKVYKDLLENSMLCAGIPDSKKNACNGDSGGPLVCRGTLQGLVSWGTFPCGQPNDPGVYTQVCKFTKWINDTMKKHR
SMARCA2 act – increases SMARCA2 function in MMTV reporter cells; MG213 cells, MMTV-luciferase reporter, dexamethasone, overnight; activation, % at 9.1 µM; 1% of 370,000 active; in the data active = activation above about 7.8%;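 note: 0% = vehicle wells and 100% = reference activator wells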
GAA850 FXN act – increases GAA850 frataxin promoter reporter activity; HEK293 lucGAA850 FXN promoter luciferase reporter, 24 h; percent of 10 µM SAHA response; activation, % at 6 µM; 0.56% of 360,000 active;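 active = activation above the average of all compounds screened plus 3 SD, cutoff fixed separately per campaign, cut at about 7.5% in these data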;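 note: 0% = DMSO wells and 100% = 10 µM SAHA wells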
DAX1 inh-1 – DAX1 (NR0B1) inhibition, primary screen; inhibition, % at 6.8 µM; 1.1% of 370,000 active; AID 652010; HEK293T StAR-luciferase reporter, SF-1/DAX-1 repression relief;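 active = inhibition above the mean over all tested compounds plus 3 SD, cut at about 3.6% in these data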;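 note: 0% = DAX-1 cells with DMSO and 100% = cells lacking DAX-1 with DMSO; higher inhibition means more luminescence from relief of DAX-1 repression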
NPR1 activator – GC-A (human) enzyme activation. P16066. 0.14% of 370,000 active. AID 1671463. HEK293 GC-A cells, cGMP TR-FRET, EC30 ANP; 0% at EC30 ANP, 100% saturating ANP. activation, % at 10 µM; in the data active = activation above about 40%
GC-B act – GC-B (human) receptor activation; P20594; HEK293-GC-B cells, CNP EC30, cGMP TR-FRET; 0% at EC30 CNP, 100% saturating CNP; activation, % at 10 µM; 0.11% of 370,000 active;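 active = activation at 10 µM reaching about 35% in either raw or pattern-adjusted values, limit read from the data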
ssDAF12 agonist – activates DAF-12 receptor from parasite S. stercoralis; HEK293 ssDAF-12/GRIP1 lit1-tk-luc reporter, luminescence; % of 3 µM dafachronic acid response; 1% of 370,000 active; activation, % at 6.8 µM; AID 652126;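 active = activation above the mean over all tested compounds plus 3 SD, cut at about 0.9% in these data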;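 note: 0% = DMSO-only wells and 100% = 3 µM delta7-dafachronic acid wells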
hcDAF-12 act – H. contortus DAF-12 activation, primary screen; HEK293 hcDAF-12 lit1-tk-luc reporter, luminescence; 0% DMSO, 100% Δ7-dafachronic acid; activation, % at 6.8 µM; 1.4% of 370,000 active; AID 652067;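 active = activation above the mean of all tested compounds plus 3 SD, cut at about 5.5% in these data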;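 note: 100% = response to 3 µM Δ7-dafachronic acid high control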
hgDAF12 agonist – activates the H. glycines DAF-12 receptor ligand-binding domain | activation, % at 6.8 µM | HEK293 GAL4-hgDAF12 UAS-luciferase reporter, agonist luminescence; normalized to butyrate control | AID 687014 | 1.8% of 370,000 active;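 active = activation above a cutoff set at the mean of all screened compounds plus 3 SD, cut at about 10% in these data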;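 note: 0% = DMSO wells and 100% = sodium butyrate wells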
DAX1 inh-2 – NR0B1 (DAX1) inhibition | HEK293 Gal4-DAX1 luciferase reporter, luminescence | AID 504766 | 0.99% of 340,000 active | inhibition, % at 6.75 µM;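 active = inhibition above the mean over all tested compounds plus 3 SD, cut at about 4.2% in these data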;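 note: 0% = DAX1-transfected cells with DMSO and 100% = empty-vector control cells with DMSO; inhibition shows as a rise in luminescence from relieved DAX1 repression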
Target sequence (P51843 207-470 limits assumed): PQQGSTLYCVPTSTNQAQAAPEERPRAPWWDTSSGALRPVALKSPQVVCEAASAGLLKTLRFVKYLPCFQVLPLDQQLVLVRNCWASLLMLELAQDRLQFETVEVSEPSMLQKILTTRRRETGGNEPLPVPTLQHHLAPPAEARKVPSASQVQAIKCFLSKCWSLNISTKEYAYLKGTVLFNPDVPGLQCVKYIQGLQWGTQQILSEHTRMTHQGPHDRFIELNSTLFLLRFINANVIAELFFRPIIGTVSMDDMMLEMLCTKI
sPLA2-III inh – Blocks human group III sPLA2 activity; Q9NZ20; QFRET BODIPY PC-A2 liposome hydrolysis, fluorescence; inhibition, % at 12.2 µM; 0.56% of 370,000 active; AID 743126;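 active = inhibition above mean plus 3 SD of compounds lying within the high and low control bounds, cut at about 19% in these data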;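 note: 0% = median of test compound wells and 100% = no enzyme DMSO wells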
Target sequence (Q9NZ20 whole entry, looked up): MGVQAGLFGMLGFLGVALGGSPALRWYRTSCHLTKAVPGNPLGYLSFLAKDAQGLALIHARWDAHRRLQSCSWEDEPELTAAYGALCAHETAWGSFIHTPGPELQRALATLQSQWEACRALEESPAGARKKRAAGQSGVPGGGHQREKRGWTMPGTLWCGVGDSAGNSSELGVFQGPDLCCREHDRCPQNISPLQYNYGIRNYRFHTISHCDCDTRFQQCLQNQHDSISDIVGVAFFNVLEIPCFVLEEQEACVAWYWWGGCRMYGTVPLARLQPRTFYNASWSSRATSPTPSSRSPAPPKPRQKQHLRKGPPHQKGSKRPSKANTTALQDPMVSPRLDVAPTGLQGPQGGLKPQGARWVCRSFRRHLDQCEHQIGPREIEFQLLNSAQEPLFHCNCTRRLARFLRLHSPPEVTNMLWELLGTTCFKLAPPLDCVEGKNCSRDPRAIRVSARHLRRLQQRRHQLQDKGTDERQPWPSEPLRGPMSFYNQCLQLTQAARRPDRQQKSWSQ
Numbers without * were called inactive; · = no result given.

1	CC(OC(=O)c1cc(S(=O)(=O)N2CCOCC2)ccc1F)C(=O)NC1CCCCC1C (configuration not stated)
2	CS(=O)(=O)N(Cc1ccc(Cl)cc1)c1ccc(C(=O)NCC2CCCO2)cc1 (configuration not stated)
3	NC(=O)C1CCN(C(=O)c2ccco2)CC1
4	COc1ccc2c(c1)C1=NN(/C(C)=C/C(C)=O)C(c3ccc(F)cc3)C1CC2 (configuration not stated)
5	COc1ccc(CC(=O)N/N=C/c2ccc(-c3ccc(F)cc3)o2)cc1OC
6	Fc1ccc(C2CCNCC2COc2ccc3c(c2)OCO3)cc1 (configuration not stated)
7	CCOC(=O)CN1C(=O)CCSc2ccc(Cl)cc21
8	COc1ccc(CCNC(=O)c2ccc(OCc3c(C)noc3C)cc2)cc1OC
assay / entry,1,2,3,4,5,6,7,8
KLK7 zymogen act,-0.6,-0.5,0.1,-1.2,0.0,-0.8,-0.2,0.0
SMARCA2 act,0,5,-2,0,-1,-1,-2,-3
GAA850 FXN act,-0.1,1.8,-0.6,4.0,0.3,0.2,2.3,-3.0
DAX1 inh-1,1.5,-0.1,0.1,0.5,-0.2,-0.1,-0.4,-1.0
NPR1 activator,6,1,4,-9,0,-44,4,3
GC-B act,3,6,-2,0,0,-15,-2,1
ssDAF12 agonist,-1.2,-0.3,-1.4,1.3*,-2.3,-1.0,-0.6,-1.4
hcDAF-12 act,-1.0,-2.7,-0.6,9.5*,-1.7,-1.3,-1.8,-0.8
hgDAF12 agonist,-1.7,0.1,2.2,5.6,-1.9,0.8,1.1,-2.2
DAX1 inh-2,-0.5,1.2,-0.8,1.1,0.5,0.6,2.5,-0.8
sPLA2-III inh,0,-3,5,-13,-4,-9,5,11

9	COC(=O)c1c(C)oc(C)c1S(=O)(=O)NCc1ccc(Cl)cc1Cl
10	Cc1cc(C)n(CCCNC(=O)C2CCC(=O)N(CCc3ccc(Cl)cc3)C2)n1 (configuration not stated)
11	CC(Sc1ccccc1F)C(=O)Nc1ccc2c(c1)OCCO2 (configuration not stated)
12	Cc1[nH]c(=S)n(CC2CCCO2)c1C (configuration not stated)
13	CN(C)c1cccc(/C=C2\CC3(OC(=O)c4ccc(F)cc4)CCCN2C3)c1 (configuration not stated)
14	Cc1c(Cl)cccc1NC(=O)NCc1ccc(C)n1C
15	CC(=O)Nc1ccc(S(=O)(=O)N[C@@H](C)C(=O)OCC(=O)c2ccc[nH]2)cc1
16	O=S(=O)(c1ccc2c(c1)nc(COc1ccc(Cl)cc1)n2CC1CCCO1)N1CCOCC1 (configuration not stated)
assay / entry,9,10,11,12,13,14,15,16
KLK7 zymogen act,0.7,0.2,-0.9,0.0,0.3,-0.2,0.0,-0.5
SMARCA2 act,-1,0,5,-1,-1,-1,-1,-4
GAA850 FXN act,-0.9,0.2,2.6,-2.2,·,1.1,-1.3,1.6
DAX1 inh-1,-0.4,-1.6,4.9*,-0.3,0.8,0.2,0.8,-1.2
NPR1 activator,-8,1,1,-2,-4,-4,3,0
GC-B act,-3,-3,-8,1,-6,2,1,2
ssDAF12 agonist,-0.5,-1.0,0.9*,-1.5,-0.4,-0.1,0.1,-1.4
hcDAF-12 act,-2.6,-0.9,3.9,-1.9,-1.5,6.2*,0.5,-2.6
hgDAF12 agonist,2.4,0.2,9.7,0.9,0.5,2.1,3.0,-5.0
DAX1 inh-2,0.3,1.5,1.8,-1.6,·,0.1,1.5,0.0
sPLA2-III inh,-6,-2,5,0,14,3,1,-17

With a hit mark in DAX1 inh-1 (from the list above):
cpd | SMILES | KLK7 zymogen act | SMARCA2 act | DAX1 inh-1 | NPR1 activator | GC-B act | ssDAF12 agonist | hcDAF-12 act | DAX1 inh-2 | sPLA2-III inh
11 | CC(Sc1ccccc1F)C(=O)Nc1ccc2c(c1)OCCO2 (configuration not stated) | -0.9 | 5 | 4.9* | 1 | -8 | 0.9* | 3.9 | 1.8 | 5

Next section
17	C[C@H](NC(=O)C1CC(=O)N(c2ccc3c(c2)OCO3)C1)C(=O)NCc1ccco1 (some centres not stated)
18	CC(C)=N/N=C1/NC(=O)C(c2ccccc2)S1 (configuration not stated)
19	COc1cccc(N2CCN(C(=O)c3oc4ccccc4c3NC(=O)CCc3cc(OC)no3)CC2)c1
20	Cc1noc(C)c1C(=O)Nc1ccc(F)cc1
21	CC(=O)Nc1ccc(NC(=O)C(C)O/N=C/c2cccc([N+](=O)[O-])c2)cc1 (configuration not stated)
22	O=S(=O)(NCc1ccccn1)c1ccc(Cl)c(C(F)(F)F)c1
23	OC(c1ccccc1)(c1ccccc1)c1ccn[nH]1
24	COc1ccccc1NC(=O)Cn1nc(Cc2cccnc2)c2ccccc2c1=O
assay / entry,17,18,19,20,21,22,23,24
KLK7 zymogen act,0.0,0.1,1.2,0.8,0.4,0.7,0.5,-0.5
SMARCA2 act,-2,2,2,1,-5,0,0,0
GAA850 FXN act,1.1,0.0,-1.1,1.2,-0.2,1.3,1.8,1.9
DAX1 inh-1,0.8,-0.5,-0.4,-0.3,-0.8,-0.6,0.9,-0.4
NPR1 activator,0,0,-3,3,1,5,1,-3
GC-B act,1,2,-1,3,-3,3,5,-5
ssDAF12 agonist,-0.9,-0.6,-1.4,-1.4,-1.3,-0.8,-1.5,-1.0
hcDAF-12 act,0.4,0.1,-2.5,-1.1,-1.6,0.0,-0.3,-1.3
hgDAF12 agonist,1.3,2.1,1.2,1.8,-2.6,-1.5,-0.2,-1.7
DAX1 inh-2,0.2,1.0,0.5,0.4,0.2,-0.4,3.1,3.9
sPLA2-III inh,0,-29,-11,-1,0,-3,5,5

25	CC(C)N1CCN(Cc2ccc(C#CCCO)cc2)CC1CCO (configuration not stated)
26	CCc1ccccc1N(CC)C(=O)c1cn(C)c(=O)c2cc(OC)c(OC)cc12
27	CCS(=O)(=O)n1nc(-c2ccc(Cl)cc2)nc1SC
28	CCCCOCCCNS(=O)(=O)c1ccccc1
29	CC1CCCCN1S(=O)(=O)c1ccc(S(=O)(=O)NCCc2ccncc2)cc1 (configuration not stated)
30	Cc1ccc(NC(=O)COc2ccccc2C(=O)Nc2ccccc2)cc1Cl
31	Cc1cc2ccccc2nc1SCC(=O)NC1CCCCC1
32	COc1cccc(-c2c(C(=O)O)cc(O)c3ccc(OC)cc23)c1
assay / entry,25,26,27,28,29,30,31,32
KLK7 zymogen act,-0.8,0.4,-0.5,0.1,0.2,0.6,0.1,-54
SMARCA2 act,1,-7,5,0,-3,-2,-2,0
GAA850 FXN act,-2.5,-0.5,-0.3,3.9,-0.5,4.1,1.1,-2.5
DAX1 inh-1,0.0,-0.2,1.4,0.2,-0.2,0.0,0.1,-0.1
NPR1 activator,2,1,5,2,-4,2,-1,0
GC-B act,-3,3,2,2,1,3,1,5
ssDAF12 agonist,-0.3,-1.3,-0.9,-1.6,-2.0,-1.2,-0.8,-1.3
hcDAF-12 act,1.3,-0.4,1.0,-1.0,-3.5,1.2,-1.8,-1.2
hgDAF12 agonist,-1.1,-2.2,6.6,3.6,-1.1,-2.3,-2.2,2.6
DAX1 inh-2,-0.6,1.0,0.7,0.5,-2.2,-1.3,-0.1,1.3
sPLA2-III inh,11,13,1,-4,-11,10,5,-8

33	O=C1COc2ccc(S(=O)(=O)CCC(=O)N3CCN(c4cccc(Cl)c4)CC3)cc2N1
34	COc1ccc(NC(=O)c2cc(-c3cc(F)ccc3OC)n[nH]2)cc1OC
35	COCCNC(=O)c1cc2c(c(-c3cccc(C#Cc4ccc(OC)c(OC)c4)c3)n1)[C@@H](CCO)N(S(=O)C(C)(C)C)C2 (some centres not stated)
36	O=C(CN(c1ccc(F)cc1)S(=O)(=O)c1ccc2c(c1)OCCO2)NCc1ccccn1
37	CCC(=O)Nc1ccc(C(=O)NCc2ccccn2)cc1
38	Cc1c(C(=O)N2CC(C)OC(C)C2)sc2nc(-c3ccccc3)cn12 (configuration not stated)
39	OCC1(CCCc2ccccc2)CCN(C2CCSCC2)CC1
40	COc1cccc(C(=O)Nc2nnc(S(=O)(=O)N3CCOCC3)s2)c1
assay / entry,33,34,35,36,37,38,39,40
KLK7 zymogen act,0.1,0.4,0.3,-0.6,-0.1,-0.5,-0.3,-0.4
SMARCA2 act,3,-2,1,4,-1,-3,0,-2
GAA850 FXN act,1.0,-1.9,·,-0.8,2.6,·,-5.7,0.5
DAX1 inh-1,-0.6,-0.6,0.1,-0.5,0.2,-0.4,0.0,-0.4
NPR1 activator,-3,23,5,-7,10,-3,2,6
GC-B act,-4,20,-3,1,0,1,4,5
ssDAF12 agonist,-1.4,-1.9,-1.6,-1.6,-0.9,-1.2,-1.1,-0.8
hcDAF-12 act,-2.7,-3.7,-1.7,0.7,1.6,-1.1,0.3,-2.3
hgDAF12 agonist,-1.6,-2.1,1.5,0.6,1.3,3.3,1.6,3.2
DAX1 inh-2,-0.1,·,·,-0.3,-0.3,·,-0.3,1.1
sPLA2-III inh,-5,-11,-14,-5,20*,14,2,-9

41	O=C(Cc1c[nH]c2ccccc12)N1CCN(c2ccccc2)CC1
42	CC(=O)C1=C(C)NC(=S)NC1c1cc([N+](=O)[O-])ccc1O (configuration not stated)
43	COc1ccc(S(=O)(=O)N(c2onc(C)c2Cl)S(=O)(=O)c2ccc(OC)c(OC)c2)cc1OC
44	COc1ccccc1CNC(=O)C(=O)NCC1OCCCN1S(=O)(=O)c1ccc(F)cc1C (configuration not stated)
45	COc1ccc(-n2cnnc2)cc1
46	CC(NC(=O)Cn1nc(-c2ccccc2)c2ccccc2c1=O)c1ccccc1 (configuration not stated)
47	O=C(CNC(=O)c1ccc2c(c1)OCCO2)N/N=C/c1ccc(Cl)cc1
48	CCCN1Cc2cccc(C(=O)NC(CC(=O)OCC)c3ccc(OC(C)C)cc3)c2C1=O (configuration not stated)
49	O=C(Cc1ccsc1)NCC(c1ccco1)N1CCCCC1 (configuration not stated)
50	Cc1cc(C(=O)COc2ccc(-c3nnco3)cc2)c(C)n1Cc1ccccc1
51	Cc1ccc(NC(=O)CSCC(=O)NCCc2ccccc2)c(C)c1
assay / entry,41,42,43,44,45,46,47,48,49,50,51
KLK7 zymogen act,-0.3,0.8,-0.1,-0.8,-0.5,-0.2,-0.5,-0.9,-0.8,0.2,-0.1
SMARCA2 act,-2,-1,-1,-1,2,-1,-2,0,-1,-4,-1
GAA850 FXN act,0.0,1.2,-1.6,0.5,-1.2,-2.7,1.8,4.0,0.0,1.2,-1.0
DAX1 inh-1,-0.5,0.4,0.0,-0.1,0.9,-0.7,-0.5,-0.2,0.3,-1.1,0.4
NPR1 activator,-8,7,4,1,5,0,1,6,-3,-8,3
GC-B act,1,5,1,2,4,-2,1,1,3,0,0
ssDAF12 agonist,0.8,0.2,-0.8,-1.1,-1.2,-1.1,-1.2,-1.8,-0.8,-2.5,-1.3
hcDAF-12 act,2.2,0.4,-0.6,0.9,-1.7,0.4,0.2,-0.1,1.9,-4.0,1.3
hgDAF12 agonist,0.0,-0.2,-0.4,1.2,-0.1,1.4,0.9,-3.2,1.4,-2.0,1.5
DAX1 inh-2,-0.1,0.7,0.8,-0.7,-0.4,0.6,-1.3,2.0,0.4,-2.9,-0.5
sPLA2-III inh,-49,0,9,2,0,-4,0,-12,-3,-17,0
